PriA SSB inh – K. pneumoniae PriA-SSBct interaction inhibition; AlphaScreen SSBct-PriA binding, biotinylated peptide; inhibition, % at 33 µM; 430,000 tested, 0.6% active; AID 1272365; in the data active = inhibition mostly above about 37%, no sharp cut-off; inactive = mostly below about 20%;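 note: plate controls were negative control peptide for no effect and reference peptide for full effect; strong numbers were not always called active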
Yp Topo-I inh – blocks Yersinia pestis topoisomerase I activity. Y. pestis Topo-I cleavage product accumulation, plate reader. activity, % at 10 µM. 360,000 tested, 0.064% active. AID 504884; in the data active = activity above about 50%, passing the limit was not always enough; note: inactives centre near 2
BoNT-A LC inh2 – inhibitors of Botulinum neurotoxin A light chain protease. multiplex microsphere protease substrate cleavage, flow cytometry. inhibition, % at 10 µM. 360,000 tested, 0.17% active; note: plate controls were buffer without enzyme for full effect and enzyme alone for no effect
PfHsp40 rescue – compounds rescuing yeast from Plasmodium falciparum HSP40 toxicity; growth rescue, % at 12.5 µM; AID 504582; 340,000 tested, 0.68% active; S. cerevisiae expressing PfHsp40, growth rescue, ATP luminescence; in the data active = growth rescue above about 28%, passing the limit was not always enough;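 note: yeast W303a lacking pdr1 and pdr3 grown in galactose medium; growth measured after three days at 30 °C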
Vc quorum ag – quorum light induction in luxS cqsA deficient V. cholerae. activation, % at 18.7 µM. V. cholerae BH1578 lux reporter, luminescence, 6 h. 350,000 tested, 0.16% active; in the data active = activation mostly above about 9.7%, no sharp cut-off; note: not every result past the cut was called active; inactives centre near 0; reference of the scale not given here
VHR inh abs – DUSP3 (human) phosphatase inhibition. P51452. 290,000 tested, 0.52% active. recombinant VHR phosphatase, pNPP absorbance. inhibition, % at 13.3 µM; in the data active = inhibition above about 50%; note: some compounds called inactive have numbers as strong as hits
Target sequence (P51452 whole entry, looked up): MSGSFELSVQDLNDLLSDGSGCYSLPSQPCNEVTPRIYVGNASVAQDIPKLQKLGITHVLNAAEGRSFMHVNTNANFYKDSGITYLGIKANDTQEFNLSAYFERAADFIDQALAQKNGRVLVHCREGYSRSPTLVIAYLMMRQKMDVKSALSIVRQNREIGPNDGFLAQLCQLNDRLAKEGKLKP
CCHF vOTU inh – CCHFV vOTU protease inhibition. Pep-AMC fluorescence. 370,000 tested, 0.55% active. AID 651958. inhibition, % at 11.5 µM; in the data active = inhibition above about 30%; note: 0% = vehicle wells with enzyme and 100% = no enzyme wells
3CLpro inhibitor – SARS-CoV 3CLpro protease inhibition | AID 1706 | inhibition, % at 6 µM | P0C6X7 | 290,000 tested, 0.14% active | recombinant SARS-CoV 3CLpro, quenched FRET peptide cleavage; in the data active = inhibition above about 12%
TcdB inh – TcdB glycohydrolase inhibition; P18177; TcdB glycohydrolase enzymatic assay, plate reader; inhibition, % at 9.99 µM; 350,000 tested, 0.24% active; in the data active = inhibition above about 10%
Anthrax LF inh2 – inhibitors of Bacillus anthracis lethal factor protease | inhibition, % at 10 µM | P15917 | 360,000 tested, 0.12% active | multiplex microsphere protease cleavage assay, LF; note: plate controls were buffer without enzyme for full effect and enzyme alone for no effect
Target sequence (P15917 whole entry, looked up): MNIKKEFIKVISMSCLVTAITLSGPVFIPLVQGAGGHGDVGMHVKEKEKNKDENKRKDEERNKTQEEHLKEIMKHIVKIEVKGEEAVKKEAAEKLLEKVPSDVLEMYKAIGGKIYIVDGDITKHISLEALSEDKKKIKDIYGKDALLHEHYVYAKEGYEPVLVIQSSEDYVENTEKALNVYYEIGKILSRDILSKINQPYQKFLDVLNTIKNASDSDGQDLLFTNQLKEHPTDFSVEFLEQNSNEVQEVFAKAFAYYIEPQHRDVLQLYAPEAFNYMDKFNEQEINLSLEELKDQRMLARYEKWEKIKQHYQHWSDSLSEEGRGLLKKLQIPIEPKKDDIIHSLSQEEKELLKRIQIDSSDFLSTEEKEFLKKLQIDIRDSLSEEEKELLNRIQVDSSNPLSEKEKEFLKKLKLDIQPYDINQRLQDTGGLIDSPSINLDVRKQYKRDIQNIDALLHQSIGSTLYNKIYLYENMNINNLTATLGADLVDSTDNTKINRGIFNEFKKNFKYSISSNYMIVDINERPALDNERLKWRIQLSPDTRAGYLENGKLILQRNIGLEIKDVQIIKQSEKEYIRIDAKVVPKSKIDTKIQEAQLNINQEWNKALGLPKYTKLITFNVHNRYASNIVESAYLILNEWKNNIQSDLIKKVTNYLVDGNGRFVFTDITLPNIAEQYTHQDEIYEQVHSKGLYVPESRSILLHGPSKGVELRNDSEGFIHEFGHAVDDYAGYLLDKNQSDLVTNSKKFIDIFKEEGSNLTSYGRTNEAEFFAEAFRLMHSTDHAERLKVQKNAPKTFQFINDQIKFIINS
Numbers without * were called inactive; i = inactive; . = not tested or not shown; & = joins results of further samples. Cut-off read from the data, not from the text of the source, unless noted: active = inhibition above about 30%; inconclusive = no clear call, values can overlap the other calls; inactive = below that. Only part of the results is shown. The share of hits here may be higher or lower than overall.

SMILES | PriA SSB inh | Yp Topo-I inh | BoNT-A LC inh2 | PfHsp40 rescue | Vc quorum ag | VHR inh abs | CCHF vOTU inh | 3CLpro inhibitor | TcdB inh | Anthrax LF inh2
Cc1cccc(Oc2ccc(S(=O)(=O)N3CCCCC3)cc2N)c1 | 8 | 14 | 0.4 | 1.4 | -0.3 | 18 | 10 | 3 | 0.8 | -6
CC1CCc2nn(CC(=O)N3CCCCCC3)cc2C1 (stereo not given) | 6 | 7 | -1.4 | -0.6 | -0.2 | 11 | 2 | 2 | 0.7 | -5
COc1ccc(C(=O)OCn2nnc3ccccc3c2=O)cc1 | -7 | 14 | -1.0 | -1.4 | -0.4 | 6 | 3 | 0 | 0.9 | 0
CSc1nc2nc(Cl)c(Cl)nc2[nH]1 | . | -1 | -0.5 | . | i | . | -347 | . | 2.4 | -1
CCOc1ccc2nc(NC(=O)C(NS(=O)(=O)c3cccc4nsnc34)C(C)C)sc2c1 (stereo not given) | 14 | -2 | 1.0 | 1.2 | -0.2 | 13 | 20 | 0 | 1.6 | 7
c1ccc(-c2csc3nnc(SCc4ccc5c(c4)OCO5)n23)cc1 | 1 | 35 | -0.1 | 0.8 | -0.4 | -2 | 6 | -2 | 2.2 | -8
CC(C)C[C@@H](CN1CCCC1CN1C(=S)NC[C@@H]1Cc1ccc(O)cc1)N1C[C@H](Cc2ccccc2)N(CC2CCCCCC2)C1=S (stereo not given in full) | -2 | 8 | -0.4 | -0.2 | -1.4 | . | 22 | . | -2.2 | -2
Cc1onc(-c2ccccc2)c1C(=O)Nc1nnc(CC(C)(C)C)s1 | -22 | -14 | 0.6 | 0.0 | i | 19 | 2 | 4 | 1.0 | 13
Cc1ccc(Cl)cc1N1CCN(Cc2nnnn2Cc2ccco2)CC1 | 3 | -7 | 0.2 | 0.1 | -1.3 | -2 | 13 | 7 | . | -5
CCOC(=O)N1CCN(C(=S)NC(=O)c2c(-c3c(Cl)cccc3Cl)noc2C)CC1 | -11 | -3 | -0.4 | 3.5 | -0.2 | 18 | 2 | -1 | -0.1 | -2
COc1ccc(Cl)cc1C(=O)NCCCn1ccnc1 | 0 | 1 | -3.9 | -0.4 | -1.6 | -3 | -9 | -2 | 0.3 | 3
O=C(c1cnn2c(C(F)(F)F)cc(-c3cccs3)nc12)N1CCCC1 | -12 | -3 | -2.5 | -1.5 | i | 6 | -15 | -1 | 1.7 | -2
CCOC(=O)[C@H]1[C@H]2COc3cc(OC)ccc3[C@@H]2N2C(=O)c3cc(F)c(F)cc3NC(=O)[C@@]12C | -1 | 19 | 0.3 | -1.1 | -0.8 | . | 0 | . | 2.0 | 2
CC[C@]12c3[nH]c4ccc(OC)cc4c3CCN1C(=O)C(CC(=O)NCCc1ccccn1)C[C@@H]2C(=O)N1CCN(C(=O)C2CC2)CC1 (stereo not given in full) | 1 | 2 | -0.1 | -0.7 | -1.0 | . | 2 | . | 1.2 | 2
O=C1CN(S(=O)(=O)c2cccc(Cl)c2Cl)c2ccccc2N1 | -19 | -7 | -3.6 | -0.6 | -0.2 | 22 | 19 | -1 | -4.9 | -1
CNc1nc2[nH]c(=O)c3c(c2s1)OC(N)=C(C#N)C3c1ccccc1 (stereo not given) | 9 | -3 | 0.4 | 0.4 | -0.3 | -1 | 17 | 2 | . | 0
COc1ccc(CNC(=S)Nc2ccccc2)cc1 | -14 | -15 | -2.0 | -0.9 | -0.3 | 16 | 1 | 1 | 0.4 | -11
CCCN(C(=O)COC(=O)c1nc2nc(C)cc(C)n2n1)C1CCS(=O)(=O)C1 (stereo not given) | -13 | 1 | -0.4 | 0.9 | 1.3 | . | -6 | . | 0.0 | 0
Cn1cnnc1-c1cccc(NC(=O)c2cc(F)c(F)cc2Cl)c1 | -17 | -9 | -0.5 | -1.1 | 2.1 | 6 | -20 | -1 | 0.7 | -2
CCOc1ccc(Nc2nc(Cc3nnc(SCC(=O)NC4CCCCC4)n3C)cs2)cc1 | 23 | 0 | 1.2 | 1.4 | 1.5 | 8 | -1 | -2 | . | 2
COC(=O)c1c([N+](=O)[O-])c(OC)c(OC)c(OC)c1[N+](=O)[O-] | 8 | 5 | -0.2 | -1.3 | -0.2 | -12 | 5 | 5 | 1.4 | -4
CC(=O)Nc1ccc(SCC(=O)Nc2cc(C)on2)cc1 | 2 | -2 | 0.0 | 2.6 | -1.6 | 0 | -14 | -1 | -0.4 | -2
CN(C)C1=NCCN1CCCCc1ccccc1 | -3 | 1 | 0.8 | -0.1 | -0.1 | . | -7 | . | -3.8 | -2
Cc1ccc(OCC(=O)N(c2ccccn2)C2CCCCC2)c(C)c1 | -31 | 31 | -1.1 | -1.8 | -0.1 | 10 | -3 | 2 | . | -1
CC(C)NC(=O)c1cc(-c2ccco2)nn1-c1ccc(Cl)cc1 | 3 | 17 | 1.0 | -0.3 | -0.3 | 27 | 2 | -4 | . | 1

Continued; the last 4 above are carried over.
SMILES | PriA SSB inh | Yp Topo-I inh | BoNT-A LC inh2 | PfHsp40 rescue | Vc quorum ag | VHR inh abs | CCHF vOTU inh | 3CLpro inhibitor | TcdB inh | Anthrax LF inh2
CC(=O)Nc1ccc(SCC(=O)Nc2cc(C)on2)cc1 | 2 | -2 | 0.0 | 2.6 | -1.6 | 0 | -14 | -1 | -0.4 | -2
CN(C)C1=NCCN1CCCCc1ccccc1 | -3 | 1 | 0.8 | -0.1 | -0.1 | . | -7 | . | -3.8 | -2
Cc1ccc(OCC(=O)N(c2ccccn2)C2CCCCC2)c(C)c1 | -31 | 31 | -1.1 | -1.8 | -0.1 | 10 | -3 | 2 | . | -1
CC(C)NC(=O)c1cc(-c2ccco2)nn1-c1ccc(Cl)cc1 | 3 | 17 | 1.0 | -0.3 | -0.3 | 27 | 2 | -4 | . | 1
Cc1ccc(S(=O)(=O)N(C)CC(=O)N2CCN(C(=O)c3ccco3)CC2)cc1 | -6 | 2 | -1.0 | -1.1 | . | 30 | 2 | -4 | . | -3
CCOC(=O)Cn1nc(C)cc1NC(=O)c1cccnc1 | 4 | 2 | 0.3 | -1.1 | 0.3 | 37 | 9 | -2 | 1.6 | 1
CC1CCc2cc(F)ccc2N1C(=O)CCl (stereo not given) | -2 | 7 | 0.6 | -0.7 | i | 19 | . | 0 | . | 4
Cc1cccc(COC[C@H](Cc2ccccc2)N2CCN(C(=O)c3ccc(C(F)(F)F)cc3)CCC2=O)c1 | . | . | 0.0 | . | . | . | 23 | . | 1.5 | -2
CCOc1ccc(CNC(=O)C2CCN(C(=O)N3CC(C)Oc4ccccc43)CC2)cc1 (stereo not given) | -2 | 3 | 0.1 | -0.9 | -3.1 | 6 | 6 | -2 | 1.1 | 4
COCCn1c(=O)[nH]c2cc(C(=O)NCCN3CCN(c4ccccc4)CC3)ccc2c1=O | -1 | 4 | 0.5 | -0.7 | -2.6 | 8 | 6 | -2 | . | 6
COc1ccc(-c2csc(NC(=O)C3CCCCN3S(=O)(=O)c3ccccc3)n2)cc1 (stereo not given) | 4 | -2 | 0.5 | 1.8 | i | 19 | -1 | 7 | . | 0
COCCCN1C(=O)N(c2ccc(F)cc2)C(=O)C1CC(=O)Nc1ccccc1 (stereo not given) | -2 | 1 | -1.0 | -0.8 | i | -20 | -6 | 1 | 2.3 | -9
O=C(c1ccc(=O)oc1)N1CCN(c2ccc(F)cc2)CC1 | -6 | 6 | -1.5 | 0.5 | -0.3 | 29 | -18 | . | . | 4
Cc1ccc(NC(=O)CSc2nc3ccccc3c3nc(CCn4cncc4C)nn23)c(C)c1 | -9 | 8 | 0.7 | 0.2 | -0.3 | 32 | -18 | -2 | -0.6 | 0
O=C(COC(=O)Cc1ccccc1F)Nc1ccc(F)cc1F | -2 | -2 | 0.8 | -1.3 | -0.3 | 17 | -8 | 2 | 1.1 | -1
CCOC(=O)C1(C)C(C(=O)OC)=C(c2ccc(OC)cc2)c2ccccc2N1C(=O)OC (stereo not given) | 1 | 36 | -0.2 | -0.2 | i | . | 21 | . | 1.2 | -1
C=CCN(c1ccccc1OC)S(=O)(=O)c1cccc(C(=O)Nc2nnc(C3CC3)s2)c1 | -14 | 2 | . | -0.2 | -1.4 | . | 17 | . | 0.9 | .
CCN(CC)c1ccc(-c2nc3cnccc3n2C)cc1 | 5 | -2 | 0.6 | 1.6 | -0.3 | 14 | 8 | 1 | . | 0
O=S(=O)(c1ccc(F)cc1)c1nc(-c2ccc(F)cc2)oc1NCCN1CCOCC1 | -4 | 2 | 0.2 | -0.6 | -2.2 | 37 | -3 | 1 | . | -1
CC1CCCC(C)N1C(=O)CSc1nnnn1C1CCCC1 (stereo not given) | 1 | 4 | -0.5 | -2.2 | -0.3 | 30 | -1 | 4 | 0.7 | 0
O=C(COc1ccccc1)Nc1cccc(-c2nc3cc4ccccc4cc3[nH]2)c1 | -11 | 2 | 3.0 | -0.5 | -1.0 | 20 | -19 | 5 | . | 2
Cc1nc(SCc2nc3ccccc3[nH]2)c2oc3cc([N+](=O)[O-])ccc3c2n1 | 0 | -3 | -0.4 | 3.7 | -0.8 | . | 6 | . | 0.9 | 1
Cc1ccc(NC(=O)c2ccc(F)cc2)nc1 | -7 | -2 | -0.1 | -1.2 | -0.2 | 13 | -7 | -2 | 0.2 | -2
COCCNc1cc(C)nc2c3c(C)cc(C)nc3nn12 | -14 | -1 | -0.8 | 1.2 | i | 64 | -313 | 0 | . | -1
O=P(O)(Oc1ccccc1)OC(c1ccccc1)C(F)(F)C(F)(F)F (stereo not given) | -6 | 5 | -0.3 | -1.3 | 0.3 | 21 | -8 | 3 | 4.1 | -3
Cc1ccc(P(=S)(c2ccc(C)o2)N2CCOCC2)o1 | -7 | -4 | 0.0 | 0.8 | i | 7 | -12 | -4 | . | -3
NC(=O)NN=C(C1CC1)C1CC1 | -19 | 3 | -0.1 | -2.5 | i | . | 13 | . | 0.6 | -1
COCCNC(=O)C(c1ccc(F)cc1)N(C(=O)CCC(=O)Nc1ccccn1)c1ccc(C)cc1 (stereo not given) | -3 | 14 | -0.1 | 0.0 | -2.1 | 2 | 6 | -1 | 1.5 | -6
Cc1ccc(-c2c[n+](CC(=O)c3cccs3)c3n2CCC3)cc1 | -5 | -2 | 0.2 | 0.9 | i | -8 | -12 | 0 | -0.4 | -2

Going on with the list:
SMILES | PriA SSB inh | Yp Topo-I inh | BoNT-A LC inh2 | PfHsp40 rescue | Vc quorum ag | VHR inh abs | CCHF vOTU inh | 3CLpro inhibitor | TcdB inh | Anthrax LF inh2
CC(C)Cc1nnc(NC(=O)C2CCCC2)s1 | -12 | 5 | 0.4 | 0.7 | i | -20 | -1 | 4 | 1.2 | -3
CCN(CC(=O)NCC1CCCO1)S(=O)(=O)c1ccc(Cl)cc1 (stereo not given) | -20 | 4 | -1.4 | 1.0 | i | 10 | -12 | -4 | 1.8 | 0
COc1ccc(C(C)=NNC(=O)c2cccc(S(=O)(=O)N3CCCC3)c2)cc1 | 6 | -2 | 0.2 | 1.4 | i | . | -4 | . | -1.3 | 1
Cc1cc(C)n(Cc2ccc(C(=O)O)o2)n1 | 6 | -1 | -0.3 | -0.6 | 5.6 | 17 | -4 | 0 | . | -10
Cc1cc(C)n(Cc2ccc(C(=O)NCc3ccco3)o2)n1 | -9 | 1 | 0.1 | -0.3 | i | 17 | -9 | 0 | . | 0
CCc1ccc(/C=C2\Oc3cc(OS(C)(=O)=O)ccc3C2=O)cc1 | 20 | 0 | 1.3 | 0.4 | 3.0 | 21 | 16 | -4 | 0.5 | 2
C=CCc1c(C)nc(SC(C)C)[nH]c1=O | -23 | 2 | -0.8 | 0.3 | i | 15 | 8 | -2 | . | -4
CCCS(=O)(=O)c1c(S(=O)(=O)CCC)c2ccc(C(N)=O)cn2c1C(=O)c1ccccc1 | 3 | 6 | -1.2 | 0.2 | -0.3 | -3 | 1 | 5 | 1.1 | 5
CCC(C(=O)OCn1nnc2ccccc2c1=O)c1ccccc1 (stereo not given) | -5&-11 | 9 | -1.0 | -1.0 | -0.5 | 20 | -7 | 0 | 0.2 | -5

Screening data (PubChem BioAssay)
